WRN helicase inh – blocks human WRN helicase; Q14191; WRN helicase unwinding, fluorescent forked duplex, kinetic; Potency, µM (top dose mostly 114 µM), inactives show top-dose activity change, negative = inhibition, actives largely listed as inhibitors; 360,000 compounds, 0.46% hits; note: potency is the fitted concentration of half-maximal effect; % is set by controls: 0 for no effect and ±100 for the full control effect; nearly all actives have a fitted effect of over 55% in size
Target sequence (Q14191 whole entry, looked up): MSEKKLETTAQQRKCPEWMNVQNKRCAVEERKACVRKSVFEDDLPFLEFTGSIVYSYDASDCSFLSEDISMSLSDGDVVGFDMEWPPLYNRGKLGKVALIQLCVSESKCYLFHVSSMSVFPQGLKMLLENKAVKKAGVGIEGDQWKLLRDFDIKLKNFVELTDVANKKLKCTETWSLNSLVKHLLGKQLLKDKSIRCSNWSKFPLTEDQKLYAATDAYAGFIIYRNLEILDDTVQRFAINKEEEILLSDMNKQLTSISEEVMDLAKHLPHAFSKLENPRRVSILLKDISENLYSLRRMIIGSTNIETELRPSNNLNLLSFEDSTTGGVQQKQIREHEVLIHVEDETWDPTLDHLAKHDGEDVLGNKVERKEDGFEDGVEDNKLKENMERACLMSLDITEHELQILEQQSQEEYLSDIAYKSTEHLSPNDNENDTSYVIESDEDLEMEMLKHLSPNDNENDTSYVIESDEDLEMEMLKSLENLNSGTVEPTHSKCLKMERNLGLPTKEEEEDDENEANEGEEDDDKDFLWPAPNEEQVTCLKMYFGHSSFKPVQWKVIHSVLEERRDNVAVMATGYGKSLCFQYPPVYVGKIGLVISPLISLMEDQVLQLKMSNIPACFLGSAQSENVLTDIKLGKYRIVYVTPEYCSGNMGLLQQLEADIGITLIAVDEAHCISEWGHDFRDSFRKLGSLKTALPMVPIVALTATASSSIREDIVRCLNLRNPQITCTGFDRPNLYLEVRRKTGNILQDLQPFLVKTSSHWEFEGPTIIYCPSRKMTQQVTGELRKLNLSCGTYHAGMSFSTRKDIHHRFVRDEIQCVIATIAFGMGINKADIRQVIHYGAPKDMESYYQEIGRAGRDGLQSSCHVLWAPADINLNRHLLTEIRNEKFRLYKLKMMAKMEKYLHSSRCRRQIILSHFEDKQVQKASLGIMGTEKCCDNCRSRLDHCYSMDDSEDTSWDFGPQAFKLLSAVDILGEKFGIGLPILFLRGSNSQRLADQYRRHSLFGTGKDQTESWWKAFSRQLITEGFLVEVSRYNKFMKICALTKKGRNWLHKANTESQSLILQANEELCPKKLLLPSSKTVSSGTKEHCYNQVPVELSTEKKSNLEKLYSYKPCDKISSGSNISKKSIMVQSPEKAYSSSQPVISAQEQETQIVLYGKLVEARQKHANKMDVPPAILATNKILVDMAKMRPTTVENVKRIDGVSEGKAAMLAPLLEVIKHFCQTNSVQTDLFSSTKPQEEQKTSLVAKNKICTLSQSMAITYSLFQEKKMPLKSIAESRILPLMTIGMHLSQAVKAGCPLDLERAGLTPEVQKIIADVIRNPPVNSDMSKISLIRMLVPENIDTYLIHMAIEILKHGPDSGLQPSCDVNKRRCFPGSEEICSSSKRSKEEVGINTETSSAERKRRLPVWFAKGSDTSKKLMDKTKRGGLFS
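Screening of the MLSMR collection measured strand separation of a quenched forked DNA duplex (100 nM) by 20 nM WRN with 2 mM ATP, all final. Compounds were preincubated with enzyme 15 min at room temperature.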
MCF10A rereplic – inducers of DNA re-replication in MCF 10A breast cells | MCF 10A DNA re-replication, Hoechst nuclear intensity, 48 h | Potency, µM (top dose mostly 46.1 µM), for the others: at the highest dose activity, positive = re-replication, most hits filed as activators | 350,000 compounds, 2.9% hits; note: potency is the fitted concentration of half-maximal effect; % of control where 0% means no effect; nearly all actives have a fitted effect of over 50% in size
KB-3-1 tox – KB-3-1 parental cell cytotoxicity | AID 1347075 | KB-3-1 viability, CellTiter-Glo ATP luminescence, 72 h | Potency, µM (highest dose often 46.1 µM), without a hit: top-dose activity change, negative = cytotoxic, actives largely listed as cytotoxic | 400,000 compounds, 1.4% hits; note: potency is the fitted concentration of half-maximal effect; % is set by controls: 0 for no effect and ±100 for the full control effect; nearly all actives have a fitted effect of over 60% in size
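Here the drug-naive KB-3-1 line serves as comparator for MDR sub-line selectivity; cells received compound titrations, 72 h at 37 °C, then CellTiter-Glo readout.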
SW480 rerep – induces DNA re-replication in SW480 colon adenocarcinoma cells | SW480 DNA re-replication, Hoechst DNA content imaging, 48 h | Potency, µM (doses to about 46.1 µM), without a hit: at the highest dose re-replication activation, usual class: activators | 340,000 compounds, 1.8% hits | AID 624297; note: potency is the fitted concentration of half-maximal effect; % of control where 0% means no effect; nearly all actives have a fitted effect of over 55% in size
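Treated cells incubate 48 hr (37 C, 5% CO2), are stained 40 min with Hoechst, and nuclear fluorescence is enumerated; a rise in nuclei with high DNA signal marks re-replication.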
KB-V1 cytotox – KB-V1 MDR subline cytotoxicity. AID 1347076. 400,000 compounds, 3.4% hits. KB-V1 MDR cells viability, CellTiter-Glo, 72 h. Potency, µM (series often up to 46.1 µM), without a hit: top-dose activity change, negative = cytotoxicity, hits mostly cytotoxic; note: potency is the fitted concentration of half-maximal effect; % is set by controls: 0 for no effect and ±100 for the full control effect; nearly all actives have a fitted effect of over 60% in size
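Cytotoxicity toward P-gp-expressing KB-V1 cells was determined as loss of CellTiter-Glo luminescence after 72 h at 37 degrees C. Compounds were tested in quantitative HTS format across a concentration range, with curves fitted to normalized data.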
HT1080 IDH1KD tx – kills HT-1080 cells with IDH1 knockdown. 360,000 compounds, 2% hits. AID 686971. HT-1080 IDH1 knockdown viability, ATP luminescence, 48 h. Potency, µM (top dose mostly 46.1 µM), for inactives: top-dose activity, negative = toxicity, usual class: cytotoxic;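 note: potency is the fitted concentration of half-maximal effect; 0% = DMSO wells and -100% = cell-free medium wells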
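Cytotoxicity counter-line: IDH1KD HT-1080, 48 h, CellTiter-Glo. Curves classed by r2, magnitude and activity.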
ATXN2 expr inh – ATXN2 expression inhibition | HEK-293 ATXN2-luciferase reporter, luminescence, 24 h | 360,000 compounds, 0.72% hits | Potency, µM (doses to about 57 µM), for the others: at the highest dose activity change, negative = inhibition, usual class: inhibitors; note: potency is the fitted concentration of half-maximal effect; % is set by controls: 0 for no effect and ±100 for the full control effect; nearly all actives have a fitted effect of over 55% in size
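ATXN2-luciferase reporter cells (luciferase flanked by upstream and downstream ATXN2 gene portions) were treated 24 h at 37 °C with compounds at up to 57 uM. SteadyGlo luminescence gave expression; GF-AFC fluorescence gave viability.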
IL-1B inflam inh – inhibitors of inflammasome signaling (IL-1 beta secretion) | activity change, % at 57.5 µM | AID 743279 | 360,000 compounds, 4.7% hits | THP-1 LPS/ATP IL-1B secretion, AlphaLISA, 16 h; stronger effect = lower value; in the data active = activity change below about -50%; inconclusive = mostly about -30% to -49%; note: % is set by controls: 0 for no effect and ±100 for the full control effect
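THP-1 cells pretreated 1 hr with compounds (up to 57.5 uM final), then stimulated with LPS (250 ng/mL final) plus ATP (1.25 mM final); secreted IL-1B measured by AlphaLISA after 16 hr, decreased signal indicating inhibition.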
HT1080NT lethal – kills 2HG-producing HT-1080-NT fibrosarcoma cells; HT-1080-NT fibrosarcoma viability, CellTiter-Glo ATP luminescence, 48 h; AID 686970; Potency, µM (highest dose often 46.1 µM), for inactives: at the top dose activity, negative = less viability, actives largely listed as cytotoxic; 360,000 compounds, 1.6% hits;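 note: NT is the 2HG producing partner of a matched IDH1 knockdown line; potency is the fitted concentration of half-maximal effect; 0% = DMSO-treated cells and -100% = media-only wells without cells; nearly all actives have a fitted effect of over 55% in size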
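750 cells/well, RPMI + 5% FBS; 2 h settle, compound pin-transfer, 48 h at 37 degrees C. CellTiter-Glo 10 min RT, luminescence. Normalized to DMSO and media-only wells.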
The depositor's hits bear a star; ? = inconclusive; nt = not tested or not shown; [ ] = dose if it differs, or a comment. Unless noted, calls come from the whole dose curve; as a rule, active = well fitted curve in the direction sought with a large enough effect; inconclusive = small, poorly fitted or top-dose-only effect, or another doubt; inactive = no such curve, though single readings can be large; an effect the other way counts as inactive or inconclusive.

SMILES	WRN helicase inh	MCF10A rereplic	KB-3-1 tox	SW480 rerep	KB-V1 cytotox	HT1080 IDH1KD tx	ATXN2 expr inh	IL-1B inflam inh	HT1080NT lethal
N#Cc1ccc(C(S(=O)(=O)Cc2ccccc2)S(=O)(=O)Cc2ccccc2)cc1	-7%	nt	-11%	nt	?	-9%	nt	-58*	-8%
Fc1ccc(-c2nnc3ccccn23)cc1	7%	-1%	-1%	-4%	8%	14%	8%	36	11%
CCOC(=O)C1CCCN(C(=O)c2cccc(S(=O)(=O)N(C)c3ccc(C)cc3)c2)C1 (stereo not given)	9%	10%	-1%	2%	11%	1%	nt	18	0%
CCOc1ccc2[nH]c(=O)c(CN(CCc3ccccc3)C(=O)c3cnccn3)cc2c1	1%	-3%	1%	-1%	-1%	0%	-13%	0	-1%
Cc1ccc(C)c(N(C(=O)c2csnn2)C(C(=O)NC2CCCC2)c2ccncc2)c1 (stereo not given)	5%	-3%	7%	0%	-14%	-7%	17%	3	-9%
CCOC(=O)C1=C(C(=O)OCC)c2ccc(OC)c(OC)c2C1	-9%	-1%	-5%	29%	-6%	-3%	2%	-3	-3%
CC(=O)Nc1ccccc1-c1nc2cc(C#N)c(C#N)cc2[nH]c1=O	0%	-1%	5%	-28%	29%	8%	nt	8	-2%
Cc1ccc(S(=O)(=O)CCC(=O)N(C)c2c(N)n(Cc3ccccc3)c(=O)[nH]c2=O)cc1	-9%	17%	2%	-37%[inhibitor]	10%	0%	4%	11	14%
O=[N+]([O-])c1ccc(/C=N\NS(=O)(=O)c2ccc(F)cc2)o1	-28%	?	nt	?	nt	2%	-12%	-29	-8%
Cc1ccc(Cn2c(C(C)Nc3nc(-c4ccc(C)cc4)cs3)nc3cc(Cl)c(Cl)cc32)cc1 (stereo not given)	?	-9%	-13%	-1%	-5%	-2%	8%	-2	0%
O=C(c1ccc2ccccc2c1O)N1CCCCC1	0%	nt	-1%	nt	-6%	14%	nt	15	0%
C/C=C/C(=O)OCC(=O)Nc1ccccc1Br	-12%	7%	2%	10%	-9%	-14%	-10%	-7	1%
COc1ccc(C2CC(c3cccs3)=NN2c2ccc(F)cc2)cc1OC (stereo not given)	10%	?	17%	?	8%	6%	-11%	1	0%
CC1CCCC(NC(=O)C2CCN(S(=O)(=O)N3CCCCCC3)CC2)C1C (stereo not given)	-21%[57.1 µM]	12%	-2%	1%	?	6%	-8%	-4	16%
CCN1C(=O)C(O)(CC(=O)C(C)(C)C)c2cc(Br)ccc21 (stereo not given)	-1%	-5%	3%	-1%	0%	16%	2%	6	-1%
COc1ccc(NC(=O)CN(C)CC(=O)Nc2ccc(N3CCOCC3)cc2)c([N+](=O)[O-])c1	-9%	5%	-4%	-1%	?	-11%	13%	-3	-11%
Cc1ccn2c(=O)nc(SCC(=O)N3CCN(c4ccccc4)CC3)nc2c1	-1%[11.6 µM]	7%	12%	4%	18%	2%	-3%	8	4%
COc1cc(C(=O)Nc2cccc3cccnc23)cc(OC)c1OC	-11%	?	-15%	-7%	?	-12%	-10%	-20	-5%
CCN(CC)c1ccc2c(Cl)cc(=O)oc2c1	0%	?	-5%	?	-16%	-2%	-13%	-27	3%
CCN(CC)c1ccc(C=NCCNS(=O)(=O)c2ccc(C)cc2)cc1	-8%	11%	2%	1%	13%	-4%	-9%	-9	-11%
N#CC(C#N)=C(Nc1ccc(F)cc1)SCc1cccc(F)c1	-36%	23µM*	16µM*	-32%[inhibitor]	?	?	?	?	?
CCOC(=O)C1CCN(C(=O)c2ccc(N3CCCC3=O)cc2)CC1	0%	1%	-4%	-5%	?	9%	4%	11	7%
Cc1onc(-c2ccccc2)c1C(=O)Nc1ccncc1	-3%	0%	0%	-6%	0%	0%	13%	-27	-2%
COC(=O)c1ccccc1NC(=O)c1cc(-c2cccs2)on1	-4%	26%	9%	?	-16%	13%	-33%	1	27%
COc1cc([N+](=O)[O-])cc(/C=N\NC(=O)C2COc3ccccc3O2)c1O (stereo not given)	-6%	?	?	0%	?	18µM*	nt	122	?

Quoted from the listing:
KB-3-1 tox, `CCOc1ccc2[nH]c(=O)c(CN(CCc3ccccc3)C(=O)c3cnccn3)cc2c1` stands at 1%
IL-1B inflam inh, `O=[N+]([O-])c1ccc(/C=N\NS(=O)(=O)c2ccc(F)cc2)o1` stands at -29

Other results follow.
SMILES	WRN helicase inh	MCF10A rereplic	KB-3-1 tox	SW480 rerep	KB-V1 cytotox	HT1080 IDH1KD tx	ATXN2 expr inh	IL-1B inflam inh	HT1080NT lethal
O=C(c1ccc(Cl)cc1)C1CCCN(C(=O)c2csnn2)C1 (stereo not given)	6%[57.1 µM]	9%	11%	0%	?	0%	-11%	20	-2%
Cc1cc(CNC(=O)CC2C(=O)NCCN2CC(C)(C)C)nn1C (stereo not given)	-1%	-14%	2%	-107%[inhibitor]	?	3%	nt	5	8%
O=C1NC[C@H](CCCCN2C[C@H](Cc3ccccc3)N(Cc3ccccc3)C(=O)C2=O)N(CCc2ccc(O)cc2)C1=O	1%	nt	23%	nt	2%	5%	12%	0	9%
O=C(NC(=S)Nc1ccc(N2CCOCC2)cc1)c1ccc2c(c1)OCCO2	10%	14%	2%	?	?	-19%	nt	-2	-14%
N#Cc1ccc(CN2CCN(C(=O)CN3C(=O)NC4(CCCC4)C3=O)CC2)cc1	-2%	9%	-1%	-2%	12%	?	-9%	27	-28%
O=C(CCNC(=O)c1ccc(Br)cc1)OCc1ccccc1Cl	-17%	2%	5%	-4%	9%	12%	-3%	2	11%
O=C(CCC1CCCN(Cc2ccc3c(c2)OCCO3)C1)NCc1ccccc1F (stereo not given)	-7%	8%	0%	-3%	10%	-2%	4%	10	0%
COc1ccc(CNC(=O)c2ccc(SC)cc2OC)cc1	6%	1%	-7%	-77%[inhibitor]	?	-9%	5%	-6	0%
N[C@@H](CO)c1nnc([C@H](CC(=O)O)NC(=O)C2CCNCC2)o1	8%	-34%[inhibitor]	22%	17%	13%	5%	2%	-1	4%
COc1cc(OC)cc(C(=O)Nc2ccccc2-c2nnn(CC(=O)Nc3cc(C)on3)n2)c1	-12%	1%	8%	12%	?	4%	-21%	35	10%
Cc1cccc(NC(=S)Nc2ccc(N3CCOCC3)cc2)c1C	-11%	-1%	8%	0%	0%	12%	5%	-14	17%
COc1ccc(OC)c(/C=C/C(=O)N2CCCc3ccccc32)c1	-11%	0%	-9%	10%	?	-1%	-2%	-77*	-11%
Cc1sc2nc3c(C(=O)N4CCCC4)cc(C(=O)c4ccccc4O)cn3c(=O)c2c1C	-10%	9%	?	3%	?	10%	-31%	?	4%
CCN(C(=O)c1cccnc1)c1ccccc1	-3%	-8%	9%	-3%	14%	6%	5%	0	1%
COc1cc(/C=N/NC(N)=S)ccc1OCC(=O)N1CCOCC1	0%	0%	4%	-5%	?	15%	-11%	28	22%
COc1cc(/C=N\NC(=O)CC#N)ccc1OC/C=C/c1ccccc1	-5%	6%	-1%	?	0%	?	?	-27	-22%
Cc1ccccc1S(=O)Cc1ccc(C(=O)N2CCN(C(=O)c3ccco3)CC2)o1 (stereo not given)	2%	-3%	7%	1%	17%	4%	-8%	-10	14%
COc1ccc(OC)c(CNn2c(-c3cccc(C)c3)nc3ccccc3c2=O)c1	-12%	?	2%	-1%	?	-5%	-10%	-4	-2%
COc1ccc(CNC(=O)C(C)NS(=O)(=O)c2ccc(C)cc2)cc1 (stereo not given)	-3%	2%	6%	4%	1%	11%	?	1	12%
Cc1cccc(N2CCN(C(c3ccncc3)c3nnnn3C(C)(C)C)CC2)c1C (stereo not given)	5%	-1%	0%	-6%	-25%	-3%	?	?	-1%
COc1ccc(CCNC(=O)COc2ccc(C)nc2[N+](=O)[O-])cc1	0%	0%	6%	-17%	0%	4%	-7%	-27	14%
CCn1cc(C(=O)NCc2ccc3c(c2)OCO3)c2cc(OC)c(OC)cc2c1=O	-3%[57.1 µM]	18%	-4%	-1%	4%	-27%	-1%	12	-17%
Cc1ccccc1CC(=O)N1CC(C)OC(C)C1 (stereo not given)	0%	0%	1%	?	17%	7%	nt	5	10%
NC(=O)c1ccsc1NC(=O)COC(=O)c1cc(Cl)ccc1O	-6%	-18%	-1%	-16%	9%	-10%	-1%	6	-4%
CCOC(=O)c1c(C)[nH]c(C(=O)OCC(=O)N(CC)c2c(N)n(Cc3ccccc3)c(=O)[nH]c2=O)c1C	1%	1%	23%	11%	0%	-6%	7%	4	-1%
COc1ccc(C(=O)/C=C/c2ccc(C)cc2)c(OC(=O)c2ccc([N+](=O)[O-])cc2)c1	-3%	?	?	-4%[9.22 µM]	-4%	11%	14%	?	15%
N#CCSc1nc2ccccc2c(=O)n1C1CCCCC1	?	-1%	2%	0%	?	7%	-2%	10	-8%

In the list so far, five contain fluorine.
SMILES	WRN helicase inh	MCF10A rereplic	KB-3-1 tox	SW480 rerep	KB-V1 cytotox	HT1080 IDH1KD tx	ATXN2 expr inh	IL-1B inflam inh	HT1080NT lethal
Fc1ccc(-c2nnc3ccccn23)cc1	7%	-1%	-1%	-4%	8%	14%	8%	36	11%
O=[N+]([O-])c1ccc(/C=N\NS(=O)(=O)c2ccc(F)cc2)o1	-28%	?	nt	?	nt	2%	-12%	-29	-8%
COc1ccc(C2CC(c3cccs3)=NN2c2ccc(F)cc2)cc1OC (stereo not given)	10%	?	17%	?	8%	6%	-11%	1	0%
N#CC(C#N)=C(Nc1ccc(F)cc1)SCc1cccc(F)c1	-36%	23µM*	16µM*	-32%[inhibitor]	?	?	?	?	?
O=C(CCC1CCCN(Cc2ccc3c(c2)OCCO3)C1)NCc1ccccc1F (stereo not given)	-7%	8%	0%	-3%	10%	-2%	4%	10	0%
